Assay outcomes (PubChem)
TEAD-YAP block: TEAD-YAP interaction inhibition; 640,000 tested, 1.4% active; inhibition, % at 9.12 µM; HEK-TIYL cells, TEAD-Gal4/YAP UAS-luciferase luminescence; in the data active = inhibition above about 32%;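 also: 0% = median of test compound wells and 100% = reference inhibitor wells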
FBW7 activator: human FBW7 E3 ligase activation, primary screen | normalized activity (activation), % at 26.1 µM | Q969H0 | 650,000 tested, 0.13% active | AlphaScreen FBW7–phospho-cyclin E peptide binding, activator screen; in the data active = normalized activity above about 1.9%;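 also: purified mutant Fbw7 with reduced substrate affinity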
MITF primary: blocks human microphthalmia-associated transcription factor; AlphaScreen MITF homodimerization, bead proximity signal; inhibition, % at 2.6 µM; 650,000 tested, 0.91% active; AID 1259374; in the data active = inhibition above about 50%;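 also: 0% = vehicle wells with protein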
Target sequence (O75030 whole entry, looked up): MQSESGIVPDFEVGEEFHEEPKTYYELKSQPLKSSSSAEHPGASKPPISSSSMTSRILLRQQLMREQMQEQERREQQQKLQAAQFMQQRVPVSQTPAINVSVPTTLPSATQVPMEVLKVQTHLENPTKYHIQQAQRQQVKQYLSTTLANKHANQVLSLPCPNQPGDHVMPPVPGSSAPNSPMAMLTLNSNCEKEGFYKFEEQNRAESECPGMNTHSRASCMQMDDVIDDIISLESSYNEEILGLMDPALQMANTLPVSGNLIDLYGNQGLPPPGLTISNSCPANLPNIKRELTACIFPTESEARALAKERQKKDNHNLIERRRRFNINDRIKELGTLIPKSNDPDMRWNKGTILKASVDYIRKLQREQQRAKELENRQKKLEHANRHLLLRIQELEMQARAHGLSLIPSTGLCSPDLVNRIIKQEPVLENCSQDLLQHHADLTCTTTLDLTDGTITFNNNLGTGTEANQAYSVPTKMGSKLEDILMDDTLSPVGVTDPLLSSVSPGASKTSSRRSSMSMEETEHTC
GPR151 activ: human GPR151 activation | PathHunter beta-arrestin GPR151 cells, luminescence | activation, % at 11.2 µM | 650,000 tested, 1% active | AID 1508602; in the data active = activation above about 4.9%;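 also: 0% = median of compound wells and 100% = cells with positive control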
Target sequence (Q8TDV0 whole entry, looked up): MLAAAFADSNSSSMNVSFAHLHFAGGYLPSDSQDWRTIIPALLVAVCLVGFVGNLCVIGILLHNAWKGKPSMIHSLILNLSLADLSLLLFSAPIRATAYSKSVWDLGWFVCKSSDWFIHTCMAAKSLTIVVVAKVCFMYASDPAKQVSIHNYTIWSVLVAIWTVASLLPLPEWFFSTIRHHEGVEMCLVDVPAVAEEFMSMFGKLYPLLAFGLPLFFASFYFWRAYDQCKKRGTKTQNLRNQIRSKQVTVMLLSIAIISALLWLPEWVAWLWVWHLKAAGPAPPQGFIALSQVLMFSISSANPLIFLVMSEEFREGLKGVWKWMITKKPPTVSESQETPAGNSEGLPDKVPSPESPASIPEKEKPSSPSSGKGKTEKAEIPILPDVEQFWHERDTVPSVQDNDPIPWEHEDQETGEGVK
* hit, by the source's call.

no. | compound | GPR151 activ | MITF primary | FBW7 activator | TEAD-YAP block
1 | Cc1nnc(SCC(=O)Nc2ccc(Cl)c(C)c2)s1 | -1.9 | 2 | 0.2 | 1
2 | Cc1ccccc1C(=O)Nc1nsc(-c2ccccc2)n1 | -1.2 | 12 | -0.1 | -29
3 | OCCN1CCOCCN(CCO)CCOCC1 | 0.5 | -8 | 0.0 | 3
4 | N#Cc1ccccc1NC(=O)CCCc1ccccc1 | -1.2 | -2 | 0.4 | -11
5 | CCOc1ccccc1CN1CCN(C2CCCC2)C(CCO)C1 (stereo not given) | -0.1 | -4 | 0.1 | 5
6 | O=C(Cn1nc(-c2cccnc2)oc1=O)N1CCCCCC1 | -0.1 | 7 | 0.9 | 13
7 | COc1ccc(N2CCN(C(=O)NCc3noc4ccccc34)CC2)cc1 | -1.3 | -3 | -0.2 | -9
8 | CSC1=C(C#N)C(c2ccc(C)o2)C(C(=O)Nc2ccccc2)=C(C)N1 (stereo not given) | -1.5 | -17 | 0.1 | -10
9 | CCc1ccc(C(=O)NC(Cc2c[nH]c3ccccc23)C(=O)OCC(=O)c2ccccc2)cc1 (stereo not given) | -0.2 | 36 | 0.4 | 12
10 | CC(=O)CSc1nnc(-c2ccc(S(=O)(=O)N3CCC(C)CC3)cc2)o1 | -1.0 | -12 | -0.2 | 2
11 | C#Cc1cccc(NC(=O)C(c2ccccc2)c2ccccc2)c1 | 1.5 | 5 | -0.1 | -3
12 | Cc1ccc(Cl)cc1NC(=O)c1cccc(N(C)C)c1 | 0.0 | 25 | 0.2 | 7
13 | CCC(=O)N1CCN(c2cc(C)c(C(C)=O)cc2F)CC1 | -0.2 | -5 | -0.2 | -2
14 | CNC(=O)c1ccc(-c2cc(C)cs2)nc1NCC1CC1 | -0.3 | -7 | 0.2 | -24
15 | Cc1nnc(NC(=O)CSc2nnc3c4ccccc4n(C)c3n2)s1 | 1.3 | 4 | 0.3 | 3
16 | COc1ccc(C(NC(=O)COc2ccccc2)c2cc(Cl)c3cccnc3c2O)cc1OC (stereo not given) | 0.2 | 10 | -0.6 | 17
17 | Cc1onc(-c2ccccc2Cl)c1C(=O)NC(CC(=O)O)c1cccc([N+](=O)[O-])c1 (stereo not given) | 1.1 | 4 | 0.0 | -2
18 | COc1ccc(CCNC(=O)CSc2nnnn2-c2c(C)cccc2C)cc1OC | -0.1 | 2 | 0.0 | -6
19 | Cc1cc(C)c(S(=O)(=O)n2cc(Br)cn2)c(C)c1 | 0.4 | -10 | -0.1 | -8
20 | CCn1nc(C)c(N2C(=O)c3cccc4cc([N+](=O)[O-])cc(c34)C2=O)c1C | -0.7 | 0 | -0.1 | -13
21 | C=CCNC(=S)Nc1ccccc1 | -1.8 | -5 | -0.2 | 12
22 | CCCC(=O)NC(=S)NNC(=O)COc1cc(C)c(Br)cc1C(C)C | 1.7 | 9 | 0.2 | 2
23 | CC(C(=O)Nc1ccc(C#N)cc1)N1CCN(S(=O)(=O)c2ccccc2F)CC1 (stereo not given) | 0.2 | 85* | 0.0 | -1
24 | CCCCn1c(=O)c2c(nc3n(CC)c(C)c(C)n23)n(C)c1=O | -0.1 | 2 | 0.0 | 3
25 | Cc1ccc2ncc(C(=O)Nc3cc(C)on3)c(=O)n2c1 | 8.2* | 9 | -0.3 | -20
26 | COC(=O)c1ccc2c(c1)C(=O)/C(=C/c1cccc(OC)c1OC)O2 | 0.6 | -6 | -0.2 | 1
27 | O=C1N(c2ccccc2)C(c2cccc(F)c2)C1(F)F (stereo not given) | 2.3 | 4 | -0.1 | 5
28 | COc1ccc(NC(=O)CCCn2nc([N+](=O)[O-])c(Br)c2C)cc1 | -0.1 | -5 | -0.1 | -10
29 | COc1ccc(NC(=S)N2CCN(C(=O)C3CCCO3)CC2)cc1 (stereo not given) | 0.6 | 13 | 0.2 | 5
30 | COc1cccc(/C=N/N=C2\NC(=O)C(CC(=O)O)S2)c1OC (stereo not given) | 0.1 | 12 | 0.0 | -2

Quoted from above: compounds 1–14
no. | compound | GPR151 activ | MITF primary | FBW7 activator | TEAD-YAP block
1 | Cc1nnc(SCC(=O)Nc2ccc(Cl)c(C)c2)s1 | -1.9 | 2 | 0.2 | 1
2 | Cc1ccccc1C(=O)Nc1nsc(-c2ccccc2)n1 | -1.2 | 12 | -0.1 | -29
3 | OCCN1CCOCCN(CCO)CCOCC1 | 0.5 | -8 | 0.0 | 3
4 | N#Cc1ccccc1NC(=O)CCCc1ccccc1 | -1.2 | -2 | 0.4 | -11
5 | CCOc1ccccc1CN1CCN(C2CCCC2)C(CCO)C1 (stereo not given) | -0.1 | -4 | 0.1 | 5
6 | O=C(Cn1nc(-c2cccnc2)oc1=O)N1CCCCCC1 | -0.1 | 7 | 0.9 | 13
7 | COc1ccc(N2CCN(C(=O)NCc3noc4ccccc34)CC2)cc1 | -1.3 | -3 | -0.2 | -9
8 | CSC1=C(C#N)C(c2ccc(C)o2)C(C(=O)Nc2ccccc2)=C(C)N1 (stereo not given) | -1.5 | -17 | 0.1 | -10
9 | CCc1ccc(C(=O)NC(Cc2c[nH]c3ccccc23)C(=O)OCC(=O)c2ccccc2)cc1 (stereo not given) | -0.2 | 36 | 0.4 | 12
10 | CC(=O)CSc1nnc(-c2ccc(S(=O)(=O)N3CCC(C)CC3)cc2)o1 | -1.0 | -12 | -0.2 | 2
11 | C#Cc1cccc(NC(=O)C(c2ccccc2)c2ccccc2)c1 | 1.5 | 5 | -0.1 | -3
12 | Cc1ccc(Cl)cc1NC(=O)c1cccc(N(C)C)c1 | 0.0 | 25 | 0.2 | 7
13 | CCC(=O)N1CCN(c2cc(C)c(C(C)=O)cc2F)CC1 | -0.2 | -5 | -0.2 | -2
14 | CNC(=O)c1ccc(-c2cc(C)cs2)nc1NCC1CC1 | -0.3 | -7 | 0.2 | -24

(listing goes on)
no. | compound | GPR151 activ | MITF primary | FBW7 activator | TEAD-YAP block
31 | Cn1c(=O)c2c(nc(NCc3ccc4c(c3)OCO4)n2Cc2cccc3ccccc23)n(C)c1=O | -0.7 | -2 | 0.1 | 4
32 | CC1CCc2c(sc3nc(SCC(=O)NC45CC6CC(CC(C6)C4)C5)n(-c4ccccc4)c(=O)c23)C1 (stereo not given) | 1.0 | 6 | 0.1 | -3
33 | CN(C)C(=O)c1ccc(S(=O)(=O)N2CCCC(O)C2)cc1 (stereo not given) | -0.4 | -6 | -0.1 | 3
34 | COc1ccc(C2(C(=O)Nc3ccc(C(=O)Nc4ccc(F)cc4)cc3)CCOCC2)cc1 | -1.2 | 16 | -0.1 | -3
35 | CCOC(=O)N1CCN(C(=O)Cn2cnc3sc(C)c(S(=O)(=O)N4CCOCC4)c3c2=O)CC1 | -0.4 | 20 | 0.0 | -3
36 | CCCOC(=O)c1ccc(N2C(=O)C3CC=CCC3C2=O)cc1 (stereo not given) | -0.2 | 12 | 0.0 | -9
37 | COc1ccc(C2C(C#N)=C(N)Oc3c2c(C)nn3-c2ccc(C)cc2)c(OC)c1 (stereo not given) | -0.6 | 6 | -0.2 | 4
38 | COc1cc(Nc2nc(Nc3ccc(-n4ccnc4)cc3)nc3c2ncn3CCN2CCCC2=O)cc(OC)c1OC | 0.8 | 0 | 0.0 | 6
39 | COc1ccccc1Cn1c(SCC(=O)C(C)(C)C)nc2ccccc2c1=O | -1.7 | -11 | -0.3 | -4
40 | Cc1ccc(N=Cc2c(O)n(-c3ccccc3Cl)c(=O)[nH]c2=O)cc1 | 2.8 | 18 | 0.1 | 4
41 | FC(F)(F)c1ccc(Cn2cnc3c(NC4CC4)nc(Nc4ccncn4)nc32)cc1 | -1.1 | 12 | 0.5 | -11
42 | Cc1nn(CCCC(=O)NCCc2ccccc2)c(=O)c2nccn12 | -1.4 | 0 | -0.2 | -1
43 | CCC(Oc1ccccc1)C(=O)N1CCOCC1 (stereo not given) | 0.0 | -8 | 0.4 | 3
44 | COc1ccc(OC)c(C2C(C#N)=C(N)Oc3n[nH]c(-c4ccccc4)c32)c1 (stereo not given) | 0.8 | 4 | -0.1 | -3
45 | CCOc1ccccc1/C=c1\sc2nc(-c3ccco3)nn2c1=O | 1.7 | -3 | 0.0 | -14
46 | Cc1c(C)n2c3c(=O)n(Cc4ccccc4F)c(=O)n(C)c3nc2n1-c1ccccc1 | 0.8 | 2 | 0.0 | -2
47 | COc1ccc(C(=O)N2CCN(Cc3c[nH]c4ccccc34)CC2)cc1 | -0.1 | 76* | 0.0 | 16
48 | CN1C2=C(C(=O)CC(C)(C)C2)C(c2ccc(O)c(Cl)c2)C2=C1CC(C)(C)CC2=O | 2.8 | 5 | 0.0 | 11
49 | CC(C)OC(=O)c1ccc(NS(=O)(=O)c2ccc(Cl)s2)cc1 | 2.9 | -5 | -0.1 | -7
50 | CCC(C)(C)n1nnnc1CN1CCOCC1 | 0.5 | 11 | -0.1 | -67
51 | O=C(Nc1ccc(F)c(Cl)c1)c1sc2ccccc2c1Cl | -0.3 | 4 | -0.1 | -15
52 | CCC(=O)OCC12COC3c4ccccc4OC(C)(CC1C)C3C2C (stereo not given) | 1.9 | -8 | -0.1 | 6
53 | Cc1cc(C(=O)Nc2c(Cl)cccc2Cl)no1 | -1.7 | 4 | 0.1 | -4
54 | CCCCN(CCCC)S(=O)(=O)c1ccc2c(c1)CCN2C(C)=O | -0.5 | -14 | 0.1 | -3
55 | COC(=O)c1cn(CC(=O)NC(C)C)c2ccccc12 | 1.0 | 22 | 0.4 | 5
56 | COc1cc(C(=O)OC2CCN(C)CC2)cc(OC)c1OC | -0.2 | 2 | -0.1 | -2
57 | COc1ccc(CCNc2nc(Nc3cccc(N(C)C)c3)nc3c2ncn3-c2ccsc2)cc1 | 2.3 | 14 | 0.3 | -1
58 | O=C(NNC(=O)c1ccccc1)/C(=C\c1cccnc1)NC(=O)c1ccccc1 | -1.2 | -15 | 0.1 | -2
59 | COc1ccc2nc(NC(=O)[C@@H]3CCCN3C(=O)c3cccs3)sc2c1 | 0.8 | -3 | 0.2 | -2
60 | O=C(NC1CCCCC1)NC1CCN(CC(=O)c2ccccc2)CC1 | 0.8 | 5 | 0.0 | -4
61 | Clc1ccc(Nc2c(-c3ccsc3)nc3cnccn23)cc1 | -0.4 | -1 | 0.2 | -11
62 | CCOC(=O)CSc1nc2ccccc2c(=O)n1NC(=O)c1ccccc1 | -2.3 | 7 | -0.1 | -16
63 | O=C(c1ccccn1)N(CC1CCCO1)C1(C(=O)NC2CCCCC2)CCCCC1 (stereo not given) | -0.6 | 6 | -0.1 | 4
64 | COc1ccc(CCNC(=O)c2c(O)c3c([nH]c2=O)CCCC3)cc1 | -0.3 | -1 | 0.0 | -6
65 | COc1ccc(-n2nc3c(c2NC(=O)c2ccccc2C)CS(=O)C3)cc1 (stereo not given) | -0.6 | 18 | 0.6 | 2
66 | O=c1oc(-c2ccccc2)nc2c1C1(CCCCC1)Cc1ccccc1-2 | 2.1 | 6 | -0.4 | 3
67 | CCOc1ccc2c(c1)-c1c(ssc1=S)C(C)(C)N2C(=O)CN1C(=O)C2CCCCC2C1=O (stereo not given) | 0.4 | 28 | -0.3 | -8
68 | O=C(Nc1ccc(CN2CCOCC2)cc1)c1ccc(N2CCCCC2)c([N+](=O)[O-])c1 | 1.5 | -8 | -0.2 | 14
69 | Cc1ccccc1OCC(=O)NC1CCCCC1 | 1.0 | 2 | 0.4 | -15
70 | Cc1sc2ncnc(N3CCC(C(=O)OCc4ccc(C#N)cc4)CC3)c2c1C | 0.3 | 5 | -0.1 | 5
71 | COc1cc(C(=O)N2c3ccccc3NC3=C(C(=O)CC(c4ccc(C)cc4)C3)C2c2cccnc2)cc(OC)c1OC (stereo not given) | 0.7 | -9 | 0.1 | 9
72 | O=C(c1ccc(S(=O)(=O)N2CCCC2)cc1)N1CCN=C1SCc1ccccc1 | 0.4 | 10 | 0.2 | 4
73 | O=C(N/N=C/c1cc(Cl)cc(Cl)c1O)Nc1ccccc1 | 0.7 | 3 | 0.2 | -21
74 | Cc1noc(C)c1CC(=O)N1CCC2(CCC(CNC(=O)c3ccccn3)O2)CC1 (stereo not given) | 0.2 | -7 | -0.1 | -3
75 | O=C(NCc1ccccc1)c1cnc(-c2cccs2)s1 | -1.1 | 14 | 0.1 | -4
76 | COc1ccccc1NC(=O)CSc1nc2c(sc(=S)n2CC2CCCO2)c(=O)n1-c1ccc(F)cc1 (stereo not given) | 0.0 | 2 | 0.1 | -1
77 | O=C(c1ccc2c(=O)n(-c3ccccc3)c(=O)[nH]c2c1)N1CCN(c2ccc(F)cc2)CC1 | 0.0 | 10 | 0.0 | 27
78 | COc1cc(C#N)ccc1OCC(=O)Nc1ccccc1F | -1.5 | 6 | 0.2 | -44
79 | COc1ccc(Cc2nnc(NC(=O)c3ccc(NC(=O)C(C)C)cc3)s2)cc1OC | -0.6 | 44 | 0.0 | -3
80 | O=C1NCCN(CC(c2ccccc2)c2ccccc2)C1CC(=O)N1CCSCC1 (stereo not given) | -0.1 | 13 | 0.8 | 0
81 | O=c1c2ccccc2nnn1Cc1cccc([N+](=O)[O-])c1 | -0.8 | -3 | 0.6 | 10
82 | COc1ccc(N(C(=O)c2ccco2)S(=O)(=O)c2cc(OC)ccc2OC)cc1 | 0.4 | -4 | -0.1 | 0
83 | CCOC(=O)c1sc(NC(=O)c2cncc(Br)c2)nc1C | 0.5 | -3 | 0.0 | -10
84 | Cn1c(COc2ccc(Cl)cc2)nnc1SCC(=O)N1CCCCC1 | -0.8 | -2 | 0.0 | 9
85 | COC(=O)N/N=C/c1cn(-c2ccccc2)nc1-c1ccc(OC)cc1 | 0.2 | 4 | 0.1 | -12
